# SENP8 inh – inhibitors of human SENP8 protease. inhibition, % at 20 µM. 360,000 tested, 0.64% active. recombinant SENP8, Nedd8 substrate fluorescence. Q96LD8. AID 602440; in the data active means inhibition mostly above about 40%, no sharp cut-off; inactive means mostly below about 27%
# Target sequence (Q96LD8 whole entry, looked up): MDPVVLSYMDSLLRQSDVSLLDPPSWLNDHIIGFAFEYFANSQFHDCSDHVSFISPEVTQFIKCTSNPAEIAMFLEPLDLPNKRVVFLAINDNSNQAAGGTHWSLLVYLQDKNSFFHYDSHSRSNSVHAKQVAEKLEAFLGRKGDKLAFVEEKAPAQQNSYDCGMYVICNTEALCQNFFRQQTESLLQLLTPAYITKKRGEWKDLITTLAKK
# SENP1 inh – blocks the human SENP1 SUMO protease catalytic domain. 360,000 tested, 0.21% active. inhibition, % at 10 µM. recombinant SENP1 catalytic domain, CyPet-SUMO1-YPet FRET cleavage. Q9P0U3. AID 624204;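 active means inhibition at least 30% at 10 µM, raw YFP signal under a set limit, fluorescence ratio 0.5 to 1.5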;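 further: 0% = enzyme with DMSO and 100% = no enzyme wells; some results filed as inactive read as strong as hits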
# Target sequence (Q9P0U3 419-644 limits assumed): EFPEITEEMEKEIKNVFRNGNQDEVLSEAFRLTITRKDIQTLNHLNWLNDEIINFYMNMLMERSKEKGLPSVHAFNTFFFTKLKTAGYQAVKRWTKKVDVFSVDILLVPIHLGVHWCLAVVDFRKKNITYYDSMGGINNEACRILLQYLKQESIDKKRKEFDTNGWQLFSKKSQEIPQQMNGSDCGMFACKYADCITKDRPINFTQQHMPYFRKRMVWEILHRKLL
#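 System: Recombinant human SENP1 catalytic domain, His6-tagged | Incubation: Enzyme reaction for 50 min at room temperature, dark | Medium: Tris pH 8 with BME, BSA, NP40 and catalase | Also added: 25 nM SUMO1 FRET substrate | Compound: 10 µM single point, 0.5% DMSO | Measured by: FRET fluorescence in CFP and YFP emission channels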
# PfGluPho inh – PfG6PD (Plasmodium falciparum) enzyme inhibition; PfGluPho enzyme, NADPH resazurin-diaphorase fluorescence; inhibition, % at 20 µM; 350,000 tested, 0.78% active; AID 504690;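 active means inhibition reaching at least a set limit at 20 µM in the primary screen, cut at about 59% in these data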;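 further: 0% = DMSO wells with substrate and 100% = DMSO wells lacking glucose-6-phosphate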
# An asterisk follows results filed as active.
1) COc1ccc2cc(C#CC3=CC(=O)C[C@H](c4ccc(F)cc4)C3)ccc2c1
2) O=C(Nc1ccccc1SC(=O)c1ccccc1)c1ccccc1
3) C=CCNc1n[nH]c(=S)s1
4) CCOC(=O)C1=C(Nc2ccc(OC)cc2)C(N)=NC1=N
5) c1nnc(NCNc2nncs2)s1
6) O=C(C[C@H]1C[C@H]2c3cc(NS(=O)(=O)c4ccc(F)cc4)ccc3O[C@H]2[C@H](CO)O1)NCc1ccncc1
7) CC1C(=O)N(Cc2cn(CCC3OCCCO3)nn2)CCS(=O)(=O)N1Cc1ccc(-c2ccc(F)cc2)cc1 (stereo not drawn)
8) CC1=C(C(=O)N(C)C)CC(CC(=O)NCCc2ccccn2)C(=O)N1Cc1ccc(C(C)(C)C)cc1 (stereo not drawn)
Screen / compound no.,1,2,3,4,5,6,7,8
SENP8 inh,-120,-18,10,28,15,-4,3,-12
SENP1 inh,11,-3,1,-4,-1,-3,-3,3
PfGluPho inh,10,64*,14,8,10,8,21,4

9) CN(C)Cc1ccccc1CNC(=O)c1cccc(S(=O)(=O)Nc2ccc3c(c2)OCO3)c1
10) Cc1cccc(C)c1N1C(=O)CC(Sc2ccccc2N)C1=O (stereo not drawn)
11) COc1ccc(N(CC(=O)NC2CC3CCC2C3)S(=O)(=O)c2ccc(C)cc2)cc1Cl (stereo not drawn)
12) COc1cccc(S(=O)(=O)Nc2ccc3c(c2)[C@H]2C[C@H](CC(=O)N[C@@H](C)c4ccccc4)O[C@H](CO)[C@H]2O3)c1
13) CCCC1NC(=O)c2cc3ccccc3cc2-n2c1nc1ccc(F)cc1c2=O (stereo not drawn)
14) Cc1ccccc1N1CCN(C(=O)c2cc(-c3ccccc3)nc3c2cnn3C(C)C)CC1
15) CC(=O)N1CCOc2ccc(S(=O)(=O)NC[C@H]3O[C@@H](n4ccc(N)nc4=O)[C@H](O)[C@@H]3O)cc21
16) COc1ccc(C(=O)NCC(=O)NCc2ccc3c(c2)OCO3)cc1[N+](=O)[O-]
Screen / compound no.,9,10,11,12,13,14,15,16
SENP8 inh,-9,29,11,-36,23,8,3,0
SENP1 inh,-3,1,3,0,-2,1,4,0
PfGluPho inh,9,1,19,3,2,15,6,5

# 3 entries from above, sorted by the number in SENP1 inh, high to low.
cpd | structure | SENP1 inh | PfGluPho inh
8 | CC1=C(C(=O)N(C)C)CC(CC(=O)NCCc2ccccn2)C(=O)N1Cc1ccc(C(C)(C)C)cc1 (stereo not drawn) | 3 | 4
14 | Cc1ccccc1N1CCN(C(=O)c2cc(-c3ccccc3)nc3c2cnn3C(C)C)CC1 | 1 | 15
5 | c1nnc(NCNc2nncs2)s1 | -1 | 10

# Carrying on:
17) COc1ccc(-n2c(C)c3c(C)nnc(C)c3c2C)cc1OC
18) C[C@H](CO)N1C[C@H](C)[C@@H](CN(C)Cc2ccc(C(=O)O)cc2)Oc2ncc(Br)cc2C1=O
19) Cc1ccc(S(=O)(=O)N2C[C@@H](C)[C@]3(C2)[C@H](O)[C@H](OC(=O)NCc2ccccc2)C[C@H]2C(=O)N(c4ccccc4)C(=O)[C@H]23)cc1
20) Cc1onc(-c2ccccc2Cl)c1C(=O)NCc1nnnn1-c1ccc(F)c(F)c1
21) C[C@@H]1CN([C@H](C)CO)C(=O)CCCn2nncc2CO[C@H]1CN(C)C(=O)OCc1ccccc1
22) COc1ccc(C(=O)Nc2ccc3nc(C)sc3c2)cc1S(=O)(=O)N1CCOCC1
23) COCOCCn1cc(CN2CCS(=O)(=O)N(Cc3ccc(-c4ccc(OC)cc4)cc3)C(C(C)C)C2=O)nn1 (stereo not drawn)
24) CC1=C2C3OC(=O)C(C)C3CCC2(C)C=C(Br)C1=O (stereo not drawn)
Screen / compound no.,17,18,19,20,21,22,23,24
SENP8 inh,-199,-4,-6,8,-4,-2,-11,13
SENP1 inh,-8,-1,0,0,1,-17,2,1
PfGluPho inh,4,6,25,-17,-14,-9,-4,5

# Record cards, as listed above. Screens in order: SENP8 inh	SENP1 inh	PfGluPho inh
# COCOCCn1cc(CN2CCS(=O)(=O)N(Cc3ccc(-c4ccc(OC)cc4)cc3)C(C(C)C)C2=O)nn1 (stereo not drawn) is entered as -11	2	-4
# C[C@@H]1CN([C@H](C)CO)C(=O)CCCn2nncc2CO[C@H]1CN(C)C(=O)OCc1ccccc1 is entered as -4	1	-14

# A second format for part of the listing above.
No.	structure	SENP8 inh	SENP1 inh	PfGluPho inh
21	C[C@@H]1CN([C@H](C)CO)C(=O)CCCn2nncc2CO[C@H]1CN(C)C(=O)OCc1ccccc1	-4	1	-14
22	COc1ccc(C(=O)Nc2ccc3nc(C)sc3c2)cc1S(=O)(=O)N1CCOCC1	-2	-17	-9

# Continuation.
25) CN(C(=O)c1cc2c(cc1Br)OCO2)c1cccc2ccccc12
26) CN(CC(=O)Nc1ccc(Cl)c(Cl)c1)CC(=O)N1CCCCCC1
27) C[C@H]1CN([C@@H](C)CO)S(=O)(=O)c2ccc(-c3cccc(F)c3)cc2O[C@@H]1CN(C)C
28) CC(=O)Nc1nc2[nH]ccc2c(=O)[nH]1
29) Cc1ccc(S(=O)(=O)N2C[C@H]3C(=O)C[C@@H](c4ccccc4)N(S(=O)(=O)c4ccc(C)cc4)[C@H]3C[C@H]2c2ccccc2)cc1
30) CCCCCCC(=O)Oc1cccc(C2=CC(=O)CC(C)(C)C2=O)c1
31) COc1ccc(F)cc1S(=O)(=O)N1CCc2ccccc2C1
32) C[C@H]1CN([C@@H](C)CO)C(=O)CCCn2cc(nn2)CO[C@@H]1CN(C)C(=O)Nc1cccc(C(F)(F)F)c1
Screen / compound no.,25,26,27,28,29,30,31,32
SENP8 inh,23,12,0,-3,7,0,11,2
SENP1 inh,2,3,0,-2,-1,1,3,1
PfGluPho inh,-6,-21,-17,6,18,34,-7,11

# Given with bars between the fields: two of the compounds above
No. | SMILES | SENP8 inh | SENP1 inh | PfGluPho inh
27 | C[C@H]1CN([C@@H](C)CO)S(=O)(=O)c2ccc(-c3cccc(F)c3)cc2O[C@@H]1CN(C)C | 0 | 0 | -17
28 | CC(=O)Nc1nc2[nH]ccc2c(=O)[nH]1 | -3 | -2 | 6

# (cont.)
33) COc1cccc(S(=O)(=O)N(C)C[C@@H]2Oc3cc(C#CCN(C)C)ccc3S(=O)(=O)N([C@H](C)CO)C[C@@H]2C)c1
34) O=C1c2cc3c(cc2CCC1c1ccc2c(c1)OCO2)OCO3 (stereo not drawn)
35) Cc1cc(/C=C(\C#N)C(=O)OCC(=O)N(C)c2c(N)n(Cc3ccccc3)c(=O)[nH]c2=O)c(C)n1CC(C)C
36) CCN1C(c2ccc(F)cc2)=CS/C1=C(/C#N)c1nnc2n1-c1ccccc1SC2
37) COc1ccccc1N1CCN(c2ccc3c(c2)S(=O)(=O)c2cccc(C(=O)NCc4ccc(F)cc4)c2C3=O)CC1
38) COc1cc(NC(=O)C2CC(c3ccccc3O)=NO2)cc(OC)c1OC (stereo not drawn)
39) COc1ccc(NC(=O)COC(=O)c2ccc3c(c2)OCCO3)cc1
40) C[C@@H]1CN([C@H](C)CO)C(=O)CCCn2nncc2CO[C@H]1CN(C)C(=O)c1ccccc1
Screen / compound no.,33,34,35,36,37,38,39,40
SENP8 inh,0,-3,-134,22,25,12,-2,1
SENP1 inh,-7,3,-13,3,11,1,5,-1
PfGluPho inh,8,25,5,5,-14,0,4,-7

41) CC1CC(C)(C)C2=NCCN21 (stereo not drawn)
42) C[C@@H]1CN([C@@H](C)CO)C(=O)CCCn2cc(nn2)CO[C@H]1CN(C)S(=O)(=O)c1ccc(-n2cccn2)cc1
43) CCCn1c(C)cc(C(=O)COC(=O)c2cc(=O)[nH]c3ccccc23)c1C
44) O=C1C(=Cc2ccccc2O)SC(=S)N1CCCN1CCOCC1
45) N#Cc1ccc(S(=O)(=O)N2CCN(CN3C(=O)CC4(CCCC4)C3=O)CC2)cc1
46) CCN(CC)C(=O)C1=C(C)N(Cc2ccc(OC)cc2)C(=O)C(CC(=O)NCCN2CCOCC2)C1 (stereo not drawn)
47) COc1ccccc1CN(C)C[C@H]1OCc2cnnn2CCCC(=O)N([C@@H](C)CO)C[C@@H]1C
48) CC(C)N1CC2(CC(c3ccc(Cl)cc3Cl)=NO2)CN1C(=O)c1ccc(C(C)(C)C)cc1 (stereo not drawn)
Screen / compound no.,41,42,43,44,45,46,47,48
SENP8 inh,12,4,-233,-7,17,-15,13,8
SENP1 inh,0,1,1,0,3,1,1,0
PfGluPho inh,-12,2,19,71*,-1,15,-7,-4

49) O=C(CNc1cccc(Br)c1)Nc1ccc(S(=O)(=O)N2CCCCC2)cc1
50) CC1(C)OCC(N)(CO)CO1
51) O=C(CCc1ccc(O)cc1)NN=Cc1cc(Br)ccc1O
52) C[C@H]1CN([C@@H](C)CO)C(=O)c2cc(Br)cnc2O[C@H]1CN(C)C(=O)C1CC1
53) COc1cc(/C=C/C(=O)OCC(=O)Nc2ccc3[nH]c(=O)[nH]c3c2)ccc1OC(F)F
54) COc1ccc(NC(C)=O)cc1NC(=O)c1c(C)noc1C
55) COCC(=O)Nc1ccc2c(c1)[C@@H]1C[C@H](CC(=O)NCc3ccccc3)O[C@@H](CO)[C@@H]1O2
56) C[C@H](CO)N1C[C@H](C)[C@@H](CN(C)C(=O)c2cnccn2)Oc2cc(C#CCC3CCCC3)ccc2S1(=O)=O
Screen / compound no.,49,50,51,52,53,54,55,56
SENP8 inh,26,22,-193,16,8,9,-12,16
SENP1 inh,2,2,-83,-1,3,1,0,-2
PfGluPho inh,33,9,-5,13,2,3,9,23

57) Cc1ccc(C(=O)Nc2ccncc2)cc1S(=O)(=O)N1CCCCC1
58) C1CCC(NC2=NCCO2)CC1
59) Cc1cc(NC(=O)COC(=O)CCn2c(C)csc2=O)c([N+](=O)[O-])cc1C
60) CSc1ncnc2c1ncn2CCCNCc1ccc(C)o1
61) COc1ccc(CNC(=O)C2CCN(S(=O)(=O)N3CCC(C)CC3)CC2)c(OC)c1
62) CC(=O)c1ccc(OCC(=O)Nc2ccc3c(c2)OCO3)cc1
63) CCCc1c(C(=O)N/N=C(\C)c2ccc(CC(C)C)cc2)nnn1-c1nonc1N
64) c1ccc(CSc2nnc(NC3CCCCC3)s2)cc1
Screen / compound no.,57,58,59,60,61,62,63,64
SENP8 inh,12,6,19,14,18,13,15,-1
SENP1 inh,1,0,3,-2,0,2,2,1
PfGluPho inh,-13,-6,-2,5,5,-2,-3,17

65) CC(C)(C)Cc1c(-c2ccc(F)cc2)nc2ccc(Cl)cn12
66) Cc1nc2sccn2c(=O)c1S(=O)(=O)NCC1CCN(Cc2ccc(Cl)cc2)CC1
67) CC(C)C1C(=O)N(Cc2cn(Cc3ccco3)nn2)CCS(=O)(=O)N1Cc1ccc(-c2ccc(F)nc2)cc1 (stereo not drawn)
68) CC(CC(c1ccccc1)N1CCc2ccccc2C1)=NO (stereo not drawn)
69) O=C(C1CCCO1)N1CCN(C(=O)C23CC4CC(CC(C4)C2)C3)CC1 (stereo not drawn)
70) O=C1NC(=O)C2(CCCc3c([N+](=O)[O-])cccc32)N1 (stereo not drawn)
71) COc1ccc(CN(C)C(=O)C(Cc2ccccc2)NC(=O)c2ccccc2)c(OC)c1OC (stereo not drawn)
72) CCCCCCN1C[C@@H](O)[C@H](n2cc(COC(=O)c3ccccc3)nn2)C[C@@H]1c1ccc(C)cc1
Screen / compound no.,65,66,67,68,69,70,71,72
SENP8 inh,11,-171,7,4,16,5,13,14
SENP1 inh,-3,0,1,1,1,-2,3,0
PfGluPho inh,21,14,-3,5,-6,-8,-1,-2

73) Cc1ccc(NC(=O)c2ccco2)cc1
74) C[C@@H]1CN([C@H](C)CO)C(=O)CCCn2nncc2CO[C@H]1CN(C)C(=O)Nc1cccc2ccccc12
75) CC(C)NC(=O)N(C)C[C@H]1Oc2cc(C#Cc3ccc(F)cc3)ccc2S(=O)(=O)N([C@H](C)CO)C[C@H]1C
76) CCCOc1ccccc1NC(=O)/C=C/c1ccc(OC)c(S(=O)(=O)N2CCOCC2)c1
Screen / compound no.,73,74,75,76
SENP8 inh,21,-322,-11,10
SENP1 inh,0,-1,-14,5
PfGluPho inh,6,2,1,7

# Only part of the results is shown; the hit share may differ from the screen's.
